# Bioassay records (PubChem BioAssay)
# CDK5 p35 inh – blocks human CDK5/p35 kinase activity; inhibition, % at 10 µM; Q00535+Q15078; Recombinant CDK5/p35, ADP-Glo luminescence, 60 min; 330,000 tested, 0.01% active;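 active = highest replicate inhibition of at least 50% and at least 75% of replicates reaching 50%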;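 also: plate controls were DMSO neutral control for no effect and GW8510 at 10 µM for full effect; many of its hits are not listed in these tables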
# Target sequence (Q00535 whole entry, looked up): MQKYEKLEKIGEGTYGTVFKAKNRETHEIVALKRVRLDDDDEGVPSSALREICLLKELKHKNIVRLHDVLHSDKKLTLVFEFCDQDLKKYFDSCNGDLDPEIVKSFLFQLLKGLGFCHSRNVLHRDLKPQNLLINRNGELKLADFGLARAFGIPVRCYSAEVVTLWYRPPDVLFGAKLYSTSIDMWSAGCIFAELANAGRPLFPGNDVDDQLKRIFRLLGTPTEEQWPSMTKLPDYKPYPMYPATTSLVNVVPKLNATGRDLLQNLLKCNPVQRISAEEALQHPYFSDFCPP
# Target sequence (Q15078 whole entry, looked up): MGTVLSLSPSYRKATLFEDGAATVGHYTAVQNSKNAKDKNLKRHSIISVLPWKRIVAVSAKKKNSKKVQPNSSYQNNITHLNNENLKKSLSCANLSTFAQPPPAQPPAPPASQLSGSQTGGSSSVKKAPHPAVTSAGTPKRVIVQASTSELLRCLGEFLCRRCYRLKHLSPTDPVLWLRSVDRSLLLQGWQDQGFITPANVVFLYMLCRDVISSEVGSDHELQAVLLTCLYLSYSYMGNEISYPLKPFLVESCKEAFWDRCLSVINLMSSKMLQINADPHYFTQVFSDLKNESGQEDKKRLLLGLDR
# HTR5A ag ctr – counter-screen for OPRM1-OPRD1 agonists: human HTR5A agonism; P47898; HTR5A agonist assay, luminescence, cell-based; activation, % at 9.3 µM; 340,000 tested, 0.61% active; AID 504692; in the data active = activation mostly above about 9.5%, no sharp cut-off; inactive = mostly below about 7.6%;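 also: 0% = cells with vehicle only and 100% = reference agonist; strong numbers were not always called active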
# Target sequence (P47898 whole entry, looked up): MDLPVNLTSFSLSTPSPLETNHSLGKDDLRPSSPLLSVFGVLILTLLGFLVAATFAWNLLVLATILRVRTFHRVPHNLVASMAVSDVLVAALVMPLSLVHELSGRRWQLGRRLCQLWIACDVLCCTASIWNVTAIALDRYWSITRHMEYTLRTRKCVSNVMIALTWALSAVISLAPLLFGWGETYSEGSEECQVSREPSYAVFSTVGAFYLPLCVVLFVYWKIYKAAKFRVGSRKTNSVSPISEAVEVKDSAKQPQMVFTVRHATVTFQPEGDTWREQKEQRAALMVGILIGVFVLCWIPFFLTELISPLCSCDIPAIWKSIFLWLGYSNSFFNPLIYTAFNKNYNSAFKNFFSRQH
# PKA-R2B activ – activators of human PKA-R2B complex. P22694+P31323. PKA-R2B holoenzyme dissociation, Cy5-IP20 fluorescence polarization; R2B truncated from residue 108, S112A mutant; 0% DMSO only, 100% 113 µM cGMP. activation, % at 11.4 µM. 340,000 tested, 0.079% active;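 active = activation above a cutoff set at the mean over all compounds plus 3 SD, cut at about 18% in these data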;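 also: higher means more holoenzyme dissociation and a rise in polarization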
# AddAB inh – less growth of phage-infected E. coli with AddAB; E. coli expressing H. pylori AddAB, absorbance growth; inhibition, % at 11.9 µM; 330,000 tested, 0.29% active; in the data active = inhibition above about 12%;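 also: 0% = vehicle wells of infected cells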
# HTR5A inv ag – inverse agonist of human HTR5A in OPRM1-OPRD1 counter-screen | P47898 | HTR5A cell line, luminescence, inverse agonism | inhibition, % at 9.3 µM | 340,000 tested, 0.083% active | AID 504634; in the data active = inhibition mostly above about 23%, no sharp cut-off; inactive = mostly below about 18%;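 also: 0% = cells with DMSO and 100% = no-cell wells with DMSO; some compounds called inactive have numbers as strong as hits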
# DAGLB inh – blocks human DAGLB lipase activity; 340,000 tested, 0.059% active; inhibition, % at 5.17 µM; AID 504411; Q8NCG7; HEK293T DAGLB membrane lysate, EnzChek fluorogenic substrate; in the data active = inhibition above about 34%;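 also: 0% = enzyme with vehicle and 100% = wells lacking enzyme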
# PKA-R1A activ – PKA-R1A complex activation; P00514+P68181; PKA-R1A dissociation, Cy5-IP20 fluorescence polarization; scaled: DMSO 0%, 113 µM cGMP 100%; activation, % at 11.4 µM; 340,000 tested, 0.083% active;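 active = percent activation above the mean of all tested compounds plus 3 SD, cut at about 19% in these data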;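 also: higher means more PKAc released from R1A so a rise in polarization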
# Tat transport – E. coli Tat transport inhibition; inhibition, % at 10 µM; E. coli MC4100 TorA-mCherry Tat export, fluorescence; 340,000 tested, 0.036% active;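 active = mean replicate inhibition at least 50% and at least half of replicates individually reaching 50%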;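 also: exported cargo escapes ClpAP degradation while cytoplasmic cargo is degraded and loses fluorescence; 0% = median of neutral control wells and 100% = median of NaSCN control wells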
# Ecoli viability – bacterial growth inhibition, counter-screen for AddAB inhibitors; E. coli V3065 growth, OD600 absorbance, 18 h; inhibition, % at 11.9 µM; 330,000 tested, 0.27% active;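 active = inhibition above the campaign's mean inhibition across all tested compounds plus 3 SD, cut at about 9.9% in these data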;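 also: uninfected addAB+ strain grown without phage in ampicillin broth; 0% = DMSO wells and 100% = ciprofloxacin 0.95 µg/ml wells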
# Mot1-301 SUMO – inhibitors of SUMOylation pathway: yeast Mot1-301 growth rescue; S. cerevisiae Mot1-301 growth rescue, ATP luminescence, 38.5C; percent above DMSO median, 100 means doubled; growth rescue, % at 18.8 µM; 320,000 tested, 1% active;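 active = every valid replicate shows activation above 250% relative to neutral control wells; inactive = the rest, any valid replicate at or below 250%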;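 also: OY570 slx delta 5 strain wells were the positive control but not used for scaling; some compounds called inactive have numbers as strong as hits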
# phage Ecoli inh – E. coli growth loss with phage present. growth absorbance. inhibition, % at 11.9 µM. 360,000 tested, 0.26% active. AID 651602; in the data active = inhibition above about 11%
# Starred values were filed as active, the others as inactive; . = not tested or not shown.
# Every second line gives: CDK5 p35 inh	HTR5A ag ctr	PKA-R2B activ	AddAB inh	HTR5A inv ag	DAGLB inh	PKA-R1A activ	Tat transport	Ecoli viability	Mot1-301 SUMO	phage Ecoli inh
> Cc1csc(NC(=O)Cn2nc(C)c([N+](=O)[O-])c2C)n1
 : 0.3	2	0	0.9	-1	-1	-1	3	-0.7	-7	1.2
> O=S(=O)(/N=C(\c1ccccc1)N1CCOCC1)c1ccc(Cl)cc1
 : 1.5	4	5	-0.2	2	0	-11	-7	-0.3	-24	3.1
> CC(Sc1nc(N)cc(=O)[nH]1)C(=O)NNC(=O)c1cccc(Cl)c1 (stereo not given)
 : -0.6	-1	2	0.2	1	0	-6	7	0.0	0	-0.1
> COc1cccc(-c2cc(C(F)(F)F)nc(-n3cncn3)n2)c1
 : -1.1	2	-3	0.2	8	0	-1	-4	-0.5	-9	1.9
> Cn1c(CCC(=O)Nc2ccccc2F)nnc1SCC(=O)Nc1ccccc1Cl
 : -2.5	0	4	1.4	0	0	5	6	0.4	3	1.0
> COc1cc(C(=O)N2C(=O)CCC2=O)cc(OC)c1OC
 : -0.5	-3	-2	3.0	13	0	-7	-7	0.1	-5	2.6
> Cc1cccc(NC(=O)C2CCCN(S(=O)(=O)c3cccs3)C2)c1C (stereo not given)
 : -7.7	-2	-7	3.4	2	-3	-7	2	-1.9	39	1.7
> Cc1ccc(C(=O)O/N=C(\N)Cc2cccs2)cc1[N+](=O)[O-]
 : 0.3	3	2	0.9	-9	-3	0	-9	2.6	199	2.4
> O=C1NC(=S)NC1=Cc1ccc(Cl)cc1Cl
 : 1.8	-3	1	.	10	-1	-5	0	.	.	-0.1
> CNC(=S)NNC(=O)COc1ccccc1C
 : 0.7	-6	-2	0.9	1	0	-2	-3	0.9	-4	-2.5
> C/C(=N\NC(=S)NC(C)C)c1ccccc1
 : 0.1	11	-4	-2.0	-35	-1	-6	0	0.9	16	-0.8
> COc1ccc2[nH]c3c(c2c1)CCN1C(=O)N([C@@H](C)C(=O)NCc2ccco2)C(=O)[C@]31C
 : 0.7	10	-3	3.5	-5	-2	-2	-10	-1.8	-19	-0.8
> Oc1ccc(-c2csc(NCc3ccco3)n2)cc1
 : -0.3	11	-12	2.4	-28	0	10	-2	-3.0	-15	0.8
> O=C(/C=C/c1ccccc1)c1ccoc1
 : -0.5	1	4	0.1	-5	1	0	3	0.7	-16	0.4
> CC(O)[C@H]1CNC(=O)C(=O)N1CCCCC1CCCCC1 (stereo not given in full)
 : -0.6	-6	0	5.0	16	-1	-2	1	1.0	-17	1.9
> Cc1[nH]c2ccccc2c1C(=O)CN1CCC(C(N)=O)(N2CCCCC2)CC1
 : 0.5	1	-6	3.6	-10	-1	-4	1	-0.7	459	3.0
> O=C(COc1ccc(Cl)cc1)NCCC1=CCCCC1
 : -0.3	-8	8	3.1	19	-14	4	-2	-2.0	11	3.7
> CC(C)c1nc2sc3ccccc3c(=O)c2c(=O)n1Cc1ccccc1
 : -0.9	4	-12	2.4	-12	-4	2	-10	0.7	-22	0.1
> Cc1ccc(C(=O)N/N=C2\CCSC2)cc1[N+](=O)[O-]
 : 1.2	3	4	2.0	1	-1	-8	0	-0.4	-13	3.8
> Cc1ccccc1C(=O)N1CCc2cc(-c3nc(NC(=O)Cc4ccc5c(c4)OCO5)sc3C)ccc21
 : 0.8	3	-10	-0.9	4	2	-5	4	-1.6	1	.

# Further structures
# Every second line gives: CDK5 p35 inh	HTR5A ag ctr	PKA-R2B activ	AddAB inh	HTR5A inv ag	DAGLB inh	PKA-R1A activ	Tat transport	Ecoli viability	Mot1-301 SUMO	phage Ecoli inh
> CC1=NN(c2ccccc2)C(=O)C1C(=O)c1ccc(Cl)cc1 (stereo not given)
 : -1.1	-1	2	-4.0	1	4	3	2	-2.9	-1	0.3
> CC(=O)c1ccc(NC(=O)CSc2ccc3nnc(-c4ccccn4)n3n2)cc1
 : -2.3	0	-4	0.3	-16	0	-3	-8	-0.3	-12	-1.6
> CCn1nc(C)c(/C=N/NC(=O)c2ccc3c(c2)c(C)c(C)n3Cc2ccccc2)c1C
 : -1.2	9	-9	1.7	-39	-3	-3	14	-2.2	42	6.6
> CCCc1c(C(=O)N/N=C/c2ccco2)nnn1-c1nonc1N
 : -3.4	2	0	3.3	-8	-2	-9	-5	-3.0	-1	1.6
> COc1cccc(NC(=O)c2ccc(S(=O)(=O)N3CCCC3)cc2)c1
 : 3.7	2	-15	2.0	-14	-4	-7	2	1.6	-1	1.8
> O=C(Oc1ccc([N+](=O)[O-])cc1)c1cc(-c2ccccc2)nc2ccccc12
 : 3.0	1	-6	3.2	-13	-2	-18	0	-1.0	5	0.0
> O=C(NCC1COc2ccccc2O1)c1cccc(S(=O)(=O)N2CCCCC2)c1 (stereo not given)
 : 0.4	10	10	1.4	-28	-1	4	-4	-2.0	-14	0.0
> CCCC(C)NCC(=O)Nc1ccccc1-c1ccccc1 (stereo not given)
 : -1.1	0	7	0.4	1	0	3	3	-1.8	-7	2.0
> O=C(COC(=O)c1cccc(-n2cnnn2)c1)c1ccccc1
 : 0.8	3	8	2.8	-8	-1	-1	-3	-2.6	3	3.7
> O=C(NC12CC3CC(CC(C3)C1)C2)N1CCN(C(=O)c2ccco2)CC1
 : -3.8	0	0	3.2	0	-1	-12	-1	0.9	-10	7.0
> Cc1ccc(NC(=O)c2sc(N)nc2-c2ccc([N+](=O)[O-])cc2)cc1C
 : 1.1	1	-7	-0.8	-2	3	5	1	0.3	151	0.0
> CCOC(=O)c1c(-c2ccccc2)csc1/N=C/C1C(=O)CCCC1=O
 : 1.3	-5	-1	2.1	-11	-5	-11	-7	2.8	-18	3.6
> COCCNC(=O)CN(c1ccccc1OC)S(C)(=O)=O
 : 3.2	-3	-8	1.8	4	-4	-8	-7	1.1	51	2.4
> Clc1ccc(/C(Cc2nc3ccccc3[nH]2)=N\Nc2ccccc2)cc1
 : -5.9	8	0	0.1	-24	-4	-4	10	0.9	-16	3.7
> CN(CC(=O)Nc1ccc(F)cc1)C(=O)C1Cc2ccccc2CN1S(C)(=O)=O (stereo not given)
 : -1.8	-4	-4	.	11	-1	2	5	.	.	2.1
> CC(=O)c1cccc(CN2CCN(C(C)C)C(CCO)C2)c1 (stereo not given)
 : 0.3	1	0	1.3	3	-1	14	-4	-0.1	7	4.0
> O=C1N(O)C2(C=CCCC2)/C(=N\O)C12CCCCC2 (stereo not given)
 : -2.2	3	-10	0.4	-26	0	3	11	0.6	-12	1.9
> CCN(CC)C(=O)[C@H]1C[C@H](CC(=O)NCCc2ccccn2)C(=O)N2CCc3c([nH]c4cc(-c5ccco5)ccc34)[C@]12C
 : 3.5	1	0	-0.1	-5	2	4	23	-2.3	.	-0.2
> Cn1c2ccccc2n2c(=O)c(=O)n(CC(=O)c3ccc(F)cc3)nc12
 : -1.7	-4	2	1.6	1	0	-2	-3	-0.8	4	2.1
> COc1ccc(N2CCN(C(=O)c3cccc(Br)c3)CC2)c([N+](=O)[O-])c1
 : 1.4	1	-9	4.7	0	9	-2	3	3.1	2	2.1

# Next part; the last three above are carried over.
# Every second line gives: CDK5 p35 inh	HTR5A ag ctr	PKA-R2B activ	AddAB inh	HTR5A inv ag	DAGLB inh	PKA-R1A activ	Tat transport	Ecoli viability	Mot1-301 SUMO	phage Ecoli inh
> CCN(CC)C(=O)[C@H]1C[C@H](CC(=O)NCCc2ccccn2)C(=O)N2CCc3c([nH]c4cc(-c5ccco5)ccc34)[C@]12C
 : 3.5	1	0	-0.1	-5	2	4	23	-2.3	.	-0.2
> Cn1c2ccccc2n2c(=O)c(=O)n(CC(=O)c3ccc(F)cc3)nc12
 : -1.7	-4	2	1.6	1	0	-2	-3	-0.8	4	2.1
> COc1ccc(N2CCN(C(=O)c3cccc(Br)c3)CC2)c([N+](=O)[O-])c1
 : 1.4	1	-9	4.7	0	9	-2	3	3.1	2	2.1
> CC(C)C[C@H](NC(=O)c1[nH]cnc1C(=O)Nc1ccc(CNC(=O)OC(C)(C)C)cc1)C(=O)OC(C)(C)C
 : -2.3	-3	-6	1.1	10	-5	-9	2	3.6	-20	4.6
> NC(=O)COc1ccc(-n2cnnn2)cc1
 : -0.7	-2	-9	-0.2	6	-1	-1	2	-0.5	-9	1.9
> CCOc1ccc(Nc2ncnc(N)n2)cc1
 : -0.3	2	2	0.3	-17	-3	-3	4	-0.6	1	1.3
> CCCN(CCC)C(=O)Cn1c(=O)n(CCCCC(=O)NC2CCCC2)c(=O)c2ccccc21
 : -0.4	4	2	0.3	-12	1	-14	0	-1.1	70	2.8
> COc1ccc(CNCc2c(C(=O)N(C)C)nc3ccc(Cl)cn23)c(OC)c1
 : 0.5	2	-6	1.1	-4	-2	14	5	-0.7	357	2.7
> O=C(CSc1n[nH]c(-c2cccnc2)n1)Nc1ccccc1
 : -0.5	-3	1	1.0	16	-1	-3	2	-2.6	-14	1.4
> COc1ccc(N2CCN(C(=O)c3cccc(NC(=O)c4ccco4)c3)CC2)cc1
 : -0.4	2	6	-0.9	10	2	-10	2	-0.7	13	-0.9
> Cc1ccc(-c2n[nH]c(=S)n2/N=C/c2c(C)[nH]n(-c3ccccc3)c2=O)cc1
 : 3.5	-4	-8	3.6	7	4	-1	1	0.5	-14	5.5
> O=P(CCNCc1ccco1)(c1ccccc1)c1ccccc1
 : 0.3	1	-1	3.1	-2	-1	-4	-10	-2.2	2	-0.9
> CC(C)C(=O)Nc1nnc(CCc2nnc(NC(=O)C(C)C)s2)s1
 : 0.5	-4	-3	0.3	-8	2	-12	0	-0.7	-5	1.2
> O=Cc1cn(CCOc2ccccc2)c2ccccc12
 : 1.6	0	5	3.0	1	0	4	6	-1.9	1	1.3
> Cn1c(N)nc2nc[nH]c2c1=S
 : -0.3	-2	0	.	8	0	1	5	.	.	0.2
> COc1ccc(Cc2nn3c(Cn4nnc5ccccc54)nnc3s2)cc1
 : -1.2	-2	1	3.0	-9	3	-4	0	-1.3	4	2.1
> COc1cccc(CN(C(=O)c2cc3ccccc3oc2=O)C2CC2)c1
 : 0.6	-1	4	1.1	6	1	7	-3	1.3	-9	3.6
> Fc1ccc(C(c2nnnn2C2CCCC2)N(Cc2ccco2)CC2CCCO2)cc1 (stereo not given)
 : 0.6	0	-2	1.2	1	-12	4	12	0.3	-5	0.8
> Cc1cccc2cc(CN(Cc3ccc(F)cc3)C(=O)C(F)(F)F)c3nnnn3c12
 : 1.3	3	1	4.7	-5	-4	9	-3	-1.7	16	3.2

# One compound at a time (already shown). Order of values: CDK5 p35 inh | HTR5A ag ctr | PKA-R2B activ | AddAB inh | HTR5A inv ag | DAGLB inh | PKA-R1A activ | Tat transport | Ecoli viability | Mot1-301 SUMO | phage Ecoli inh
# O=Cc1cn(CCOc2ccccc2)c2ccccc12 across the screens: 1.6 | 0 | 5 | 3.0 | 1 | 0 | 4 | 6 | -1.9 | 1 | 1.3
# Fc1ccc(C(c2nnnn2C2CCCC2)N(Cc2ccco2)CC2CCCO2)cc1 (stereo not given) across the screens: 0.6 | 0 | -2 | 1.2 | 1 | -12 | 4 | 12 | 0.3 | -5 | 0.8
